Screens as filed in PubChem BioAssay.
SUMO1 PPI mod = alters human SUMO1 binding to SIM partners | P63165 | actives 0.33% (n = 360,000) | SUMO1 binding to a labelled peptide, TR-FRET, 1 h | inhibition, % at 20 µM; in the data active = inhibition above about 37%
Rpn11 block = Rpn11 (human) deubiquitinase inhibition | O00487 | human 26S proteasome, Ub4-pepOG fluorescence polarization; 20S core pre-blocked with epoxomicin | calls only at 20 µM | actives 0.59% (n = 360,000);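 active = inhibition at 20 µM, scaled to each plate's controls, above about 33%, limit read from the data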
NadD block = blocks S. aureus nicotinate mononucleotide adenylyltransferase; actives 0.78% (n = 360,000); inhibition, % at 20 µM; AID 602399; purified NadD enzyme, colorimetric absorbance read-out; in the data active = inhibition above about 26%; note: some compounds past the cut are filed as inactive
CSN deneddyl inh = CSN deneddylation inhibition; Q92905; Purified CSN, SCF-Nedd8-OG deneddylation, fluorescence polarization; inhibition, % at 12.5 µM; actives 0.38% (n = 360,000);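 active = pattern-corrected inhibition above about 35%, with an unprinted fluorescence ratio check between 0.5 and 1.5, limit read from the data, passing the limit was not always enough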;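 note: 0% = enzyme with substrate and 100% = substrate without enzyme; some results filed as inactive read as strong as hits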
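Assay system: Purified human Csn5 enzyme expressed in HEK293T cells | Amount: Enzyme 0.24 nM | Measured by: Fluorescence polarization readout | Medium: Tris/NaCl/DTT buffer, pH 7.5 | Compound dosing: One concentration, 12.5 µM, 0.25% DMSO | Times: 90 min incubation of compound, enzyme and substrate at room temperature | Control set: no-enzyme wells high, enzyme-with-substrate wells low | Read-out: % inhibition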
MsrA inhibitor = inhibitors of bovine MsrA. purified bovine MsrA, absorbance read-out. inhibition, % at 15.5 µM. actives 0.75% (n = 360,000); in the data active = inhibition above about 4.5%;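 note: 0% = vehicle wells with enzyme and 100% = reference inhibitor wells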
Scp1 inh = Scp-1 (human) phosphatase inhibition; Recombinant Scp1, phosphopeptide, malachite green phosphate absorbance; actives 0.88% (n = 340,000); Q9GZU7; inhibition, % at 20 µM; AID 493091;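 active = inhibition above about 50% at 20 µM, limit read from the data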;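 note: plate controls were DMSO wells with enzyme for no effect and wells lacking enzyme for full effect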
Target sequence (Q9GZU7 76-261 limits assumed): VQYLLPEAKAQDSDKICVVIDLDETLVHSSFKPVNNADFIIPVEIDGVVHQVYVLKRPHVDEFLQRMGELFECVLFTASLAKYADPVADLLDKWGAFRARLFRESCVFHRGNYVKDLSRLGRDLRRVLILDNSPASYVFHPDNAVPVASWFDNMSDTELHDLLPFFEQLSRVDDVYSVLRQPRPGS
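Times: enzyme reaction 45 min at room temperature, colour 5 min, stabilisation 30 min. Material: SCP-1 catalytic fragment, aa 76-261. Medium: Acidic Tris acetate buffer with magnesium and detergent. Signal: colorimetric free-phosphate detection, absorbance 630 nm. Read-out basis: % inhibition of SCP-1 phosphate liberation. Reagent: Phosphorylated 17-residue peptide substrate.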
LMPTP block = LMPTP (human) inhibition; P24666; inhibition, % at 20 µM; actives 0.22% (n = 360,000); recombinant LMPTP-A, OMFP fluorogenic substrate, fluorescence intensity;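 active = compounds that cut the enzyme signal by at least half of the control window in the single-dose screen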;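 note: plate controls were DMSO wells with enzyme plus substrate for no effect and substrate without enzyme for full effect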
Target sequence (P24666 whole entry, looked up): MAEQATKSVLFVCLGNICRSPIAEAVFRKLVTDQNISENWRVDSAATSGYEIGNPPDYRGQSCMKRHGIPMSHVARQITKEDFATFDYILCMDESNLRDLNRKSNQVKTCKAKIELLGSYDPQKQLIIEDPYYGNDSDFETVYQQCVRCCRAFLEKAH
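Assay system: LMPTP-A phosphatase enzyme | Input: 0.625 nM enzyme | Also added: Fluorogenic phosphatase substrate OMFP at 400 µM final | Compound dosing: One test concentration per compound, 20 µM, with 3% DMSO overall | Schedule: 50 min enzyme reaction at room temperature, protected from light | Signal: Fluorescence intensity | Benchmarks: no-enzyme and uninhibited controls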
DNMT1 block = inhibitors of human DNMT1 | actives 0.83% (n = 360,000) | DNMT1 molecular beacon, Hinp1I cleavage, fluorescence | P26358 | inhibition (reported as % activation of signal), % at 10 µM; in the data active = inhibition above about 50%
STEP block = blocks human striatal-enriched tyrosine phosphatase; actives 0.25% (n = 360,000); inhibition, % at 20 µM; P54829; recombinant STEP, OMFP fluorogenic substrate, fluorescence;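 active = inhibition at 20 µM, scaled per plate between control wells, above about 37%, limit read from the data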;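 note: 0% = DMSO with enzyme and substrate and 100% = substrate only without enzyme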
Target sequence (P54829 whole entry, looked up): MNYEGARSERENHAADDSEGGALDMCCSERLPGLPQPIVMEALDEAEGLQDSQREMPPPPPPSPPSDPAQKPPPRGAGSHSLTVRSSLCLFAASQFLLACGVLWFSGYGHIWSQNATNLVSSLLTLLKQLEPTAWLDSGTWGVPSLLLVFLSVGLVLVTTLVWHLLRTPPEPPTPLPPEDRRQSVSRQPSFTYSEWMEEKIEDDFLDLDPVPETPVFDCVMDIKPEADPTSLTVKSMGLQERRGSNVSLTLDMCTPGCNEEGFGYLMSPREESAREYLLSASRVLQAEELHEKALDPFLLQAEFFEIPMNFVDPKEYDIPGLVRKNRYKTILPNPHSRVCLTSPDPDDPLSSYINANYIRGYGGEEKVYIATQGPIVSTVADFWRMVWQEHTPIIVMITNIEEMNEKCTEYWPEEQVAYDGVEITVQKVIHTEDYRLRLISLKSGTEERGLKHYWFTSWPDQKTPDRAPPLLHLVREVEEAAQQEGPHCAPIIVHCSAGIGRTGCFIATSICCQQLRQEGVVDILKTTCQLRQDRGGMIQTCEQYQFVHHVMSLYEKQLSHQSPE
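Material: STEP (striatal-enriched tyrosine phosphatase) enzyme, cell-free | Medium: 50 mM Bis-Tris pH 6.0 with 2.5 mM DTT and 0.005% Tween 20 | Read-out: Percent inhibition scaled to no-enzyme and uninhibited-enzyme controls, plate-pattern corrected | Signal: Fluorescence read at 480 nm ex / 540 nm em | Times: 20 min reaction, room temperature, in the dark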
Tb MetRS inh = blocks T. brucei methionyl-tRNA synthetase activity. purified T. brucei MetRS, ATP depletion, Kinase-Glo luminescence. inhibition, % at 11.9 µM. actives 0.4% (n = 360,000). AID 624268;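 active = inhibition above a per-plate cutoff of the control wells' mean inhibition plus 3 SD, cut at about 5.5% in these data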;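 note: 0% = DMSO wells median and 100% = median of wells with control inhibitor compound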
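Dosing: 11.9 µM single point; system: parasite MetRS enzyme; technique: luminescence of leftover ATP; times: 15 min enzyme-compound preincubation, 2 h reaction, 10 min detection, 25 °C; replicates: each compound tested once; read-out basis: percent inhibition relative to median high and low control wells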
* hit, by the source's call; i = inactive; nt = not tested or not shown.

entry	compound	SUMO1 PPI mod	Rpn11 block	NadD block	CSN deneddyl inh	MsrA inhibitor
1	Cc1cc(C(=O)CN2C(=O)C(=O)N(C3CCCC3)C2=O)c(C)n1CCc1ccccc1	2	i	4	5	0.7
2	O=C(O)c1ccc(CNC(=O)c2ccc(Br)o2)cc1	3	i	7	-1	nt
3	CCN(CC)S(=O)(=O)c1ccc(N2CCCC2)c(NC(=O)CC(C)(C)C)c1	0	i	-3	1	0.0
4	COC(=O)c1cc(S(=O)(=O)NCC2CCN(CCc3ccc(OC)cc3)CC2)c[nH]1	1	i	-4	1	-0.6
5	COc1ccc(C(=O)Cn2c(Br)nc3c2c(=O)n(C)c(=O)n3C)cc1	1	i	7	-2	nt
6	Cc1cc(F)ccc1S(=O)(=O)N1CCCOC1CNC(=O)C(=O)NCc1cccnc1 (stereo not drawn)	3	i	1	-1	-1.4
7	COc1ccc(/C=N/N2CCN(C3c4ccccc4-c4ccccc43)CC2)cc1O	-6	i	16	-12	3.9
8	Cc1cc(=O)[nH]c(SCc2cc(Cl)ccc2OC(F)F)n1	4	i	2	0	0.7
9	CCC(C)NCCOCCOc1ccc(Br)cc1C (stereo not drawn)	1	i	0	-7	-0.4
10	O=C(NCc1ccc2c(c1)OCO2)c1[nH]c(C(F)(F)F)nc1-c1ccccc1	10	i	-4	1	-0.2
11	O=C(CCN1CCOCC1)c1ccccc1	0	i	1	8	0.0
12	O=c1[nH]c(C2CCN(S(=O)(=O)Cc3ccccc3)CC2)nc2c1nnn2Cc1cccc(Cl)c1	14	i	5	4	1.9
13	Cn1c(N)c(C(=O)c2cc(-c3ccccn3)nc3ccccc23)c(=O)[nH]c1=O	0	i	3	0	1.5
14	Cc1cccc(OCc2nnc(SCC(=O)N(c3ccccc3)C3CCS(=O)(=O)C3)o2)c1 (stereo not drawn)	1	i	-3	1	0.0
15	COc1ccc(C(C)=O)cc1CSc1ccc2c(c1)OCCO2	8	i	-7	1	-0.2

entry	Scp1 inh	LMPTP block	DNMT1 block	STEP block	Tb MetRS inh
1	-11	3.8	1	0	-0.2
2	3	-1.8	6	0	-0.5
3	-5	-0.8	0	-2	0.0
4	-5	-0.2	-1	2	0.2
5	-7	-2.0	-3	-1	-0.9
6	-8	-0.8	1	0	0.5
7	-2	0.7	-18	-2	-0.2
8	9	0.3	4	3	-0.3
9	1	-0.4	8	-2	0.9
10	nt	0.0	1	3	-0.1
11	3	-2.2	5	-1	-1.3
12	-6	2.1	-4	-1	-0.7
13	-4	-0.9	-2	-4	0.2
14	-8	-0.4	-1	1	-0.3
15	-10	2.8	-6	1	-0.6

Sorted by value in SUMO1 PPI mod (largest number first): 3 from the list above
entry	compound	SUMO1 PPI mod	Rpn11 block	NadD block	CSN deneddyl inh	MsrA inhibitor
6	Cc1cc(F)ccc1S(=O)(=O)N1CCCOC1CNC(=O)C(=O)NCc1cccnc1 (stereo not drawn)	3	i	1	-1	-1.4
5	COc1ccc(C(=O)Cn2c(Br)nc3c2c(=O)n(C)c(=O)n3C)cc1	1	i	7	-2	nt
11	O=C(CCN1CCOCC1)c1ccccc1	0	i	1	8	0.0

entry	Scp1 inh	LMPTP block	DNMT1 block	STEP block	Tb MetRS inh
6	-8	-0.8	1	0	0.5
5	-7	-2.0	-3	-1	-0.9
11	3	-2.2	5	-1	-1.3

Whole records, quoted from the list. Order of values: SUMO1 PPI mod, Rpn11 block, NadD block, CSN deneddyl inh, MsrA inhibitor, Scp1 inh, LMPTP block, DNMT1 block, STEP block, Tb MetRS inh
`Cn1c(N)c(C(=O)c2cc(-c3ccccn3)nc3ccccc23)c(=O)[nH]c1=O` as listed: 0, i, 3, 0, 1.5, -4, -0.9, -2, -4, 0.2
`COc1ccc(C(=O)Cn2c(Br)nc3c2c(=O)n(C)c(=O)n3C)cc1` as listed: 1, i, 7, -2, nt, -7, -2.0, -3, -1, -0.9
`COc1ccc(/C=N/N2CCN(C3c4ccccc4-c4ccccc43)CC2)cc1O` as listed: -6, i, 16, -12, 3.9, -2, 0.7, -18, -2, -0.2

Following part:
entry	compound	SUMO1 PPI mod	Rpn11 block	NadD block	CSN deneddyl inh	MsrA inhibitor
16	c1ccn2c(SCc3ccc4c(c3)OCO4)nnc2c1	2	i	-1	-1	0.4
17	O=S(=O)(NCC1CCCO1)c1ccc(Cl)cc1 (stereo not drawn)	7	i	4	2	0.7
18	Cc1ccsc1C(=O)OCC(=O)NC1CC1	1	i	3	-7	3.2
19	O=C(NCc1ccccc1)c1ccc2c(c1)C(=O)N(Cc1cccnc1)C2=O	-29	i	-4	-3	-0.2
20	CC(Sc1nnnn1C)C(=O)Nc1ccc2c(c1)OCCO2 (stereo not drawn)	5	i	-4	-2	-0.9
21	CCNC(=O)c1nc[nH]c1C(=O)NCC	-2	i	1	2	1.0
22	Cc1ccc(/C=N/n2nnnc2N)cc1	3	i	-6	-5	0.3
23	COc1ccccc1OC(C)C(=O)N(Cc1ccco1)C1CCS(=O)(=O)C1 (stereo not drawn)	1	i	-3	2	nt
24	CC1CCCCN1S(=O)(=O)c1ccc(S(=O)(=O)N2CCN(c3ccc(F)cc3)CC2)cc1 (stereo not drawn)	2	i	4	2	0.6
25	COc1ccc(C(=O)OCC(=O)N2CCCC2=O)c(OC)c1	1	i	1	-4	0.9
26	O=C(/C=C/c1ccco1)NC(=S)Nc1ccc(N2CCCC2)cc1	-3	i	7	-14	0.8
27	Cc1cccnc1NC(=O)c1ccc(Br)o1	-3	i	-4	-2	0.1
28	CCCCCOc1ccc(CSCCNC(=S)Nc2ccccc2)cc1	-2	i	-4	-4	1.7
29	COc1ccc(CN2C(=O)C(CC(=O)NCCCN(C)C)CC(C(=O)N(C(C)C)C(C)C)=C2C)cc1 (stereo not drawn)	0	i	-5	5	0.6
30	Cc1sc2ncnc(OCC(=O)N3CCN(S(=O)(=O)c4ccc(Cl)cc4)CC3)c2c1C	-2	i	-1	3	1.1

entry	Scp1 inh	LMPTP block	DNMT1 block	STEP block	Tb MetRS inh
16	1	0.2	-1	2	-0.3
17	-4	-1.0	3	0	-0.7
18	-3	-0.5	2	0	0.0
19	-9	1.2	1	-2	-0.1
20	-9	-3.3	-3	2	0.1
21	-2	-2.5	3	-2	-1.6
22	-10	-1.1	-1	-3	0.1
23	2	-2.5	4	3	-0.6
24	-4	-3.4	52*	1	-0.5
25	4	0.3	5	-6	-1.5
26	-8	3.4	-16	0	-0.2
27	-6	-2.2	0	-2	-0.6
28	-10	-1.2	-2	-1	0.1
29	nt	-5.8	6	3	-1.1
30	-10	-0.4	-1	-3	0.1

New compounds follow:
entry	compound	SUMO1 PPI mod	Rpn11 block	NadD block	CSN deneddyl inh	MsrA inhibitor
31	Cc1nc(=O)cc(-c2ccccc2)n1-c1ccccc1	0	i	-5	5	0.2
32	O=C(COC(=O)CCc1ccccc1)NC1CCS(=O)(=O)C1 (stereo not drawn)	3	i	-5	3	0.2
33	COc1cc2c(cc1OC)C(C(=O)Nc1cc(OC)c(OC)c(OC)c1)C(c1cccnc1)N(C)C2=O (stereo not drawn)	-2	i	-6	-11	-0.9
34	COc1ccc(N(CC(=O)N/N=C/c2ccc(F)cc2)S(=O)(=O)c2ccccc2)cc1	-2	i	6	2	1.9
35	CN1OC[C@@H]2CN(C(=O)CCc3ccccc3)[C@H](c3ccc(N4CCCCC4)cc3)C[C@@H]21	5	i	-2	2	1.6
36	CCC[C@H]1CN(c2ccc(OC)cc2)C(=O)[C@@H]1CC(=O)Nc1ccccc1	3	i	4	5	2.1
37	C=CC[C@@H](CC(=O)N(CCO)Cc1ccccc1)C(=O)N[C@@H](COC(=O)[C@@H](CC=C)Cc1ccc(F)cc1)Cc1c[nH]c2ccccc12	4	i	-18	-3	3.4
38	COC(=O)c1sccc1NC(=O)Nc1cccc(F)c1	2	i	-6	-4	-0.4
39	CN(C(=O)c1ccc(NC(=O)Cc2ccc([N+](=O)[O-])cc2)cc1)C1CC1	-17	i	-3	0	-0.3
40	Cc1cc(NC(=O)CCN2CCN(C/C=C/c3ccccc3)CC2)ccc1Br	-1	i	-3	-2	-1.0
41	O=c1c2sccc2[nH]c(=S)n1-c1ccccc1	4	i	-4	6	0.9
42	Cc1ccc(C(=O)N2CCN(c3ccc(NC(=O)c4ccc5c(c4)OCCO5)cc3)CC2)cc1	6	i	6	1	0.2
43	CCOC(=O)[C@]12CCC=C1N(Cc1ccc(Cl)cc1Cl)C(=O)[C@H](CC(=O)NCC1CCCCC1)C2	0	nt	-3	3	0.1
44	CC1CC2(C)CC(C)C1(COC(=O)Nc1ccccc1)CO2 (stereo not drawn)	-3	i	-5	-4	1.6
45	CNc1nc2cccnc2s1	11	i	0	0	-0.2

entry	Scp1 inh	LMPTP block	DNMT1 block	STEP block	Tb MetRS inh
31	-5	-0.5	-3	2	-0.6
32	0	-0.4	1	1	-0.3
33	-7	-1.2	3	-2	-0.2
34	-2	1.2	3	-1	-0.5
35	nt	0.6	4	-5	-1.2
36	nt	-1.3	-2	1	0.0
37	-8	5.4	-23	-2	-0.2
38	-10	0.1	-1	3	0.6
39	-3	-1.4	-1	-2	-0.3
40	-10	0.6	-8	1	-0.2
41	1	2.4	-1	-1	0.0
42	-6	3.3	-5	2	-0.2
43	nt	3.6	nt	nt	-0.7
44	-11	1.9	3	0	0.4
45	-3	-0.5	2	0	-0.5
